High-throughput results deposited in PubChem by National Center for Advancing Translational Sciences (NCATS).
HCMV antiviral = human cytomegalovirus inhibition; 4.5% of 410,000 active; activity change, negative = inhibition, % at 57.5 µM; AID 1259415; HFF cells, HCMV-luciferase reporter, 72 h; hits give low values; in the data active = activity change below about -60%; inconclusive = no clear call, values can overlap the other calls; inactive = above about -39%
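Human foreskin fibroblasts infected with luciferase-reporter HCMV at MOI 1 PFU/cell, compounds at two doses. Luciferase measured 72 h post infection; normalized to buffer-only basal and Salinomycin (10uM) controls.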
Sm TGR inh = inhibitors of Schistosoma mansoni thioredoxin glutathione reductase. Q962Y6. purified TGR, DTNB reduction, TNB absorbance 405 nm. Potency, µM (titrated, usually from 114 µM), for the others: top-dose activity change, negative = inhibition, usual class: inhibitors. 3% of 360,000 active. AID 485364; note: potency is the fitted concentration of half-maximal effect; nearly all actives have a fitted effect of over 60% in size
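Kinetic colorimetric format: TGR-catalysed, NADPH-driven DTNB reduction monitored via TNB absorbance. Enzyme dispensed at 20 nM; compound exposure 15 min at room temperature before reaction start.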
FBPA Giardia inh = blocks Giardia fructose-bisphosphate aldolase activity | A8B2U2 | purified Giardia FBPA | Potency, µM (top dose mostly 59.6 µM), without a hit: at the top dose activity, negative = inhibition, most hits filed as inhibitors | 0.71% of 290,000 active; note: potency is the fitted concentration of half-maximal effect; nearly all actives have a fitted effect of over 55% in size
Target sequence (A8B2U2 whole entry, looked up): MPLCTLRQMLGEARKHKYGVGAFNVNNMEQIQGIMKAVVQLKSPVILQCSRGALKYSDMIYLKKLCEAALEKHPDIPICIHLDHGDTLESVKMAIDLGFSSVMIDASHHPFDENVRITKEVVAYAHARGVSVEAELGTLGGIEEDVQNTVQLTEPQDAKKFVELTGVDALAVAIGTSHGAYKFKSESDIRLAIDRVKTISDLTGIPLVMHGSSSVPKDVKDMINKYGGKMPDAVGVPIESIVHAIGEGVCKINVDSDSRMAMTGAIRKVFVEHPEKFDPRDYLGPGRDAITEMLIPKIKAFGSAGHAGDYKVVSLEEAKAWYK
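40 nM FBPA preincubated 10 min at RT with compound (up to 57.5 uM final), then substrate plus GAPDH/TPI/NAD/arsenate coupling and diaphorase/resazurin added. Fluorescence read after 20 min at RT, 525/598 nm.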
AmpC detergent = inhibitors of E. coli AmpC beta-lactamase with detergent. P00811. AmpC hydrolysis of nitrocefin, absorbance 480 nm, 0.01% Triton. Potency, µM (titrated, usually from 114 µM), inactives show top-dose activity change, negative = inhibition, hits mostly inhibitors. 0.041% of 370,000 active. AID 485294;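 note: potency is the fitted concentration of half-maximal effect; 0% = no-compound wells and -100% = no-enzyme wells; nearly all actives have a fitted effect of over 25% in size; some results filed as inactive show a strong effect at the top dose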
Target sequence (P00811 whole entry, looked up): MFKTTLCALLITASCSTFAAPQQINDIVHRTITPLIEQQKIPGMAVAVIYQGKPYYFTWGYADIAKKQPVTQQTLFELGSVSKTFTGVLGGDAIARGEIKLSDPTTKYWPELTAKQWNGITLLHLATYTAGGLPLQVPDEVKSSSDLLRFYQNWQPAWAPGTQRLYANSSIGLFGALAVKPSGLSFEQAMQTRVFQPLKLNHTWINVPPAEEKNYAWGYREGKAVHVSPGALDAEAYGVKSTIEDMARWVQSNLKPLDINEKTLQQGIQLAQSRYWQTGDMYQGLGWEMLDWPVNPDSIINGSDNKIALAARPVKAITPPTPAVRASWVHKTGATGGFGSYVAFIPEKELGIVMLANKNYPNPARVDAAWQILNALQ
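AmpC (5.3 nM in the dispensed reagent) in 20 mM phosphate pH 7.0 with 0.01% (detergent screen) or 0.0001% Triton X-100 was preincubated with compounds for 15 min at room temperature. Nitrocefin was then added from an 800 uM solution, and hydrolysis was followed at 480 nm.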
AMA1 RON2 block = AMA1-RON2 (P. falciparum) interaction inhibition; AlphaScreen AMA1-biotinylated RON2 peptide binding; 0.2% of 360,000 active; Potency, µM (top dose mostly 58.2 µM), inactives show at the top dose activity change, negative = inhibition, actives largely listed as inhibitors;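 note: potency is the fitted concentration of half-maximal effect; 0% = vehicle wells and -100% = peptide control; nearly all actives have a fitted effect of over 45% in size; some results filed as inactive show a strong effect at the top dose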
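AMA1 (3D7) with his tag at 25 nM final met compounds first, then biotinylated RON2 peptide at 25 nM; detection used donor plus acceptor beads, 10 µg/mL apiece, read by AlphaScreen after 30 min at room temperature.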
HCV inh = blocks hepatitis C virus. Huh7.5.1 HCVcc-Cre infection, luciferase reporter, 44 h. Potency, µM (titrated, usually from 41.8 µM), inactives show at the top dose activity change, negative = inhibition, most hits filed as inhibitors. 3.4% of 340,000 active; note: potency is the fitted concentration of half-maximal effect
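Antiviral activity was scored by luciferase reporter output from cells infected with HCVcc-Cre (~0.5 moi) in presence of compound, 44 h infection period, cells seeded 1,000/well 4 h prior.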
An asterisk follows results filed as active; ? = inconclusive; . = not tested or not shown; & = joins results of further samples; ! = not active in a repeat; [ ] = remark or other dose. Unless noted, calls come from the whole dose curve; as a rule, active = well fitted curve in the direction sought with a large enough effect; inconclusive = small, poorly fitted or top-dose-only effect, or another doubt; inactive = no such curve, though single readings can be large; an effect the other way counts as inactive or inconclusive. Unless noted, % is set by controls: 0 for no effect and ±100 for the full control effect.

Preview (four entries):
SMILES	HCMV antiviral	Sm TGR inh	FBPA Giardia inh	AmpC detergent	AMA1 RON2 block	HCV inh
O=C(Nc1ccc2c(c1)OCCO2)c1cnn(-c2ccccc2)n1	-5	3%	.	-24%	-2%	-6%
C[C@H](CO)N1C[C@H](C)[C@@H](CN(C)C(=O)NC2CCCCC2)Oc2ccc(NS(=O)(=O)c3cn(C)cn3)cc2C1=O	2	.	.	.	2%	-11%
O=C(c1ccccc1[N+](=O)[O-])N(CCc1ccccc1)Cc1ccccc1	-39	2%	.	2%	-13%	-13%
CC(C)(C)Cn1c(=O)[nH]c(=O)c2cc([N+](=O)[O-])cnc21	-17	-7%	-8%	0%	25%	28%

Main list, from the start:
SMILES	HCMV antiviral	Sm TGR inh	FBPA Giardia inh	AmpC detergent	AMA1 RON2 block	HCV inh
O=C(Nc1ccc2c(c1)OCCO2)c1cnn(-c2ccccc2)n1	-5	3%	.	-24%	-2%	-6%
C[C@H](CO)N1C[C@H](C)[C@@H](CN(C)C(=O)NC2CCCCC2)Oc2ccc(NS(=O)(=O)c3cn(C)cn3)cc2C1=O	2	.	.	.	2%	-11%
O=C(c1ccccc1[N+](=O)[O-])N(CCc1ccccc1)Cc1ccccc1	-39	2%	.	2%	-13%	-13%
CC(C)(C)Cn1c(=O)[nH]c(=O)c2cc([N+](=O)[O-])cnc21	-17	-7%	-8%	0%	25%	28%
Cc1cc2nnc(SCC(=O)N3C(C)CCCC3C)n2c(N)n1 (centres undefined)	-24	12%	0%	13%	-6%	0%
Cc1nc(N=C(N)N)nc2c(C)cccc12	?	12%	11%	10%	2%	14µM*
CCn1c(=O)n(CC(=O)NCC2CCCO2)c(=O)c2c3c(sc21)COC(C)(C)C3 (centres undefined)	-11	6%	.	-2%	-8%	12%
CC(C)[C@H]1C(=O)Nc2ccccc2N1C(=O)N[C@@H](Cc1ccccc1)C(=O)N[C@@H](C(=O)O)c1ccccc1	10	4%	10%	-13%	2%	4%
COCCn1c(SC2CCCCC2=O)nnc1-c1ccncc1 (centres undefined)	-33	-18%	-15%	-8%	13%	23%
COc1ccc(S(=O)(=O)N(CC(=O)Nc2ccc(C)cc2)c2ccc(C)cc2)cc1OC	6	-1%	.	1%	.	.
Cc1ccc2c(=O)cc(CSCC(=O)Nc3nnc(C)s3)[nH]c2c1	-2	3%	.	11%	.	.
Cc1cccc(N2CCN(C(=O)c3ccc(N4CCCC4=O)cc3)CC2)c1C	?	7%	3%	-14%	2%	?
CC[C@@H]1CN(C)[C@H]2Cc3c([nH]c4ccccc34)C(=O)C[C@@H]1[C@@H]2C(=O)OC	112	.	.	.	-2%	0%
O=S(=O)(c1ccc2c(c1)CCN2)N1CCCC1	1	2%	.	?	3%	16%
CC1(C)C2([N+](=O)[O-])CN3CC1([N+](=O)[O-])CN(C2)C3c1ccccn1 (centres undefined)	-10	1%	6%	3%	48%[activator]	-9%
Cc1cccc(OCCn2cc(/C=N/NC(=O)c3ccncc3)c3ccccc32)c1	-23	-11%	-1%	-10%	28%	4%
Cc1ccccc1NC(=O)Cn1c(NCC(C)O)nc2ccccc21 (centres undefined)	-5	-2%	0%	-13%	8%	-2%
Cc1ccc(-c2nn3c(=O)cc(CN4CCN(C(=O)Nc5cc(Cl)ccc5C)CC4)nc3s2)cc1	1	-6%	.	-6%	.	.
Cc1c(C(=O)NCc2ccc(F)cc2)sc2nc3n(c(=O)c12)CCC3	-8	-1%	.	-3%	.	.
O=C(CN1C(=O)c2ccccc2S1(=O)=O)NCc1ccccc1	-29	0%	1%	-2%	0%	3%
COc1ccccc1NS(=O)(=O)c1ccc(C)c(NS(=O)(=O)c2cc(C(=O)O)cc(C)c2C)c1	27	1%	.	?	7%	24%
CCNS(=O)(=O)c1ccc(CCC(=O)NC2CCCC2)cc1	7	3%	1%	-4%	-10%[2.32 µM]	12%
CC1(C)N=C(C(=O)c2ccccc2)N(O)C1(C)O (centres undefined)	64	-11%	2%	-12%	21%	12%
Cc1ccc(OC/C(O)=C(\C#N)c2nc3ccccc3s2)cc1	0	26%	10%	1%	-2%	5%
Cc1ccc(/C=C/c2onc(C)c2S(=O)(=O)N2CCC(C(=O)N3CCN(C)CC3)CC2)cc1	-15	1%	15%	-15%	-4%	?
COc1ccc(C(CCN2CCOCC2)c2c(O)cc(OC)cc2OC)cc1 (centres undefined)	21	-13%	-22%&-10%	6%	-5%	3%
COc1ccc(-n2c(COc3ccc(Cl)cc3)nnc2SCc2ccc(C#N)cc2)cc1	2	5%	-4%	?	-8%	?
COCCn1c(SCC(=O)Nc2ccc(C(C)=O)cc2)nnc1-c1ccco1	2	-4%	1%	-5%	-8%	13%
COc1cccc(NC(=O)C2CCCC2)c1	-10	3%	.	-4%	-4%	?
C/C=C/C(=O)OCc1csc(CC(=O)Nc2ccccc2C)n1	8	0%	.	-6%	-4%	-3%
CC(NC(=O)C(=O)N1CCOCC1)C(c1cccs1)N1CCN(c2ccc(F)cc2)CC1 (centres undefined)	1	-8%	.	1%	5%	7%
CCNC(=O)N1C(=O)C2(OCCO2)c2ccccc21	27	5%	-1%	-15%	14%	6%
CCCCOc1cccc(C(=O)N(Cc2cccs2)C2CCS(=O)(=O)C2)c1 (centres undefined)	-20	-3%	1%	-22%	15%	-14%
Cc1noc(C)c1C(=O)N1CCCC(Nc2ccc(C(C)C)cc2)C1 (centres undefined)	-24	1%	3%	0%	0%	-3%
O=C(NCC(c1ccco1)N1CCCCC1)C(c1ccccc1)c1ccccc1 (centres undefined)	48	-17%	8%	-2%	0%	-8%
O=C(CCCC(=O)n1cnc2ccccc21)n1cnc2ccccc21	-38	15%	-19%	4%	-1%	6%
CCOC(=O)CSc1nnc(-c2ccc(S(=O)(=O)NCc3cccs3)cc2)o1	46	.	.	.	2%	2%
CCOC(=O)c1sc(NC(=O)c2sc(C)nc2C)nc1C	45	33%	-12%	1%	-3%	-24%
CCN1CCN(c2ccc([N+](=O)[O-])cc2S(=O)(=O)N2CCOCC2)CC1	-23	26%	0%	0%	5%	12%
COc1ccccc1NC(=O)c1sc2nc(N3CCOCC3)c3c(c2c1N)CC(C)(C)OC3	9	0%	.	20%	.	.

3 compounds already listed, sorted by formula weight, descending.
SMILES	HCMV antiviral	Sm TGR inh	FBPA Giardia inh	AmpC detergent	AMA1 RON2 block	HCV inh
CCCCOc1cccc(C(=O)N(Cc2cccs2)C2CCS(=O)(=O)C2)c1 (centres undefined)	-20	-3%	1%	-22%	15%	-14%
O=C(NCC(c1ccco1)N1CCCCC1)C(c1ccccc1)c1ccccc1 (centres undefined)	48	-17%	8%	-2%	0%	-8%
CCNC(=O)N1C(=O)C2(OCCO2)c2ccccc21	27	5%	-1%	-15%	14%	6%

Later entries
SMILES	HCMV antiviral	Sm TGR inh	FBPA Giardia inh	AmpC detergent	AMA1 RON2 block	HCV inh
C[C@H](CO)N1C[C@H](C)[C@@H](CN(C)S(=O)(=O)c2cccs2)Oc2c(NC(=O)Cc3ccccc3)cccc2C1=O	-1	.	.	.	3%	?
Cc1cccc(NC(=O)CCSc2nncn2C)c1	-1	-12%	0%	-2%	4%	-2%
O=C(CN1C(=O)c2cccc3cccc1c23)NCc1cccnc1	.	0%	-1%	-11%	-6%	4%
CN(C)Cc1c(C(=O)N/N=C/CCc2ccccc2)nnn1-c1nonc1N	9	2%	11%	-11%	17%	3%
Cc1ccc(-c2nc(CSCC(=O)NCCCN3CCOCC3)c(C)o2)cc1	16	3%	2%	-1%	-22%	16%
N/C(CC(=O)NCCOc1ccccc1)=N\O	-5	6%	0%	-4%	-1%	-1%
Cc1occc1C(=O)NNC(=S)Nc1cccc([N+](=O)[O-])c1	20	2%	5%	-5%	132%[activator]	-6%
CC(NC(=O)c1ccc2nc(CCc3ccccc3)oc2c1)c1ccccc1 (centres undefined)	20	-14%	.	8%	.	.
N#CC1(c2ccccc2)CCCN1C(=O)c1ccco1 (centres undefined)	10	-7%[11.4 µM]	-2%	-4%	48%[activator]	13%
C=CCn1c(=O)c2ccccc2n2c(SCC(=O)Nc3sc(C(=O)N(CC)CC)c(C)c3C(=O)OCC)nnc12	?	-10%	21%	-7%	9%	6.3µM*!

Full records as entered above. Values in the order: HCMV antiviral	Sm TGR inh	FBPA Giardia inh	AmpC detergent	AMA1 RON2 block	HCV inh
Record of CCNC(=O)N1C(=O)C2(OCCO2)c2ccccc21 : 27	5%	-1%	-15%	14%	6%
Record of CCNS(=O)(=O)c1ccc(CCC(=O)NC2CCCC2)cc1 : 7	3%	1%	-4%	-10%[2.32 µM]	12%
Record of Cc1ccc2c(=O)cc(CSCC(=O)Nc3nnc(C)s3)[nH]c2c1 : -2	3%	.	11%	.	.
Record of Cc1noc(C)c1C(=O)N1CCCC(Nc2ccc(C(C)C)cc2)C1 (centres undefined) : -24	1%	3%	0%	0%	-3%
Record of CCN1CCN(c2ccc([N+](=O)[O-])cc2S(=O)(=O)N2CCOCC2)CC1 : -23	26%	0%	0%	5%	12%

Later entries
SMILES	HCMV antiviral	Sm TGR inh	FBPA Giardia inh	AmpC detergent	AMA1 RON2 block	HCV inh
COC(=O)c1sc2cccc(F)c2c1S(=O)(=O)NCc1ccc(Cl)cc1	-5	9%	.	10%	.	.
Cc1c(-c2nnc(SCC(=O)O)n2-c2ccccc2Br)nnn1-c1ccccc1	40	-1%	5%	-6%	-4%[11.6 µM]	23%
CCCS(=O)(=O)N1CCCC(C(=O)NCCCN(Cc2ccccc2)C(C)C)C1 (centres undefined)	6	11%	3%	?	2%	5%
Cc1cc(N2CCOCC2)nc2ccc(NC(=O)CCC(=O)N3CCN(c4ccc(F)cc4)CC3)cc12	58	-6%	.	-3%	0%	?
CCC1CCCCN1C(=O)c1ccc([N+](=O)[O-])o1 (centres undefined)	-38	-31%	8%	-11%	1%	-21%
Cc1ccc(N2CCN(CC(O)COC3CCCCC3)CC2)cc1 (centres undefined)	12	12%	0%	-3%	-6%	-2%
COc1cccc(C(=O)N=c2sc3c(C)ccc(OC)c3n2C)c1	58	10%	0%	?	-8%	?
COC(=O)C1=C(C)NC(=O)NC1c1ccc2ccccc2c1 (centres undefined)	-15	-14%	12%	-10%	-15%	-20%
CCN1CCN(CCCNC(=O)CCC(=O)N2CCOc3ccc(Cl)cc32)CC1	0	9%	-8%	-12%	16%	13%
c1ccc(CCc2nn3c(Cc4ccccc4)nnc3s2)cc1	49	-3%	1%	-1%	15%	?
COc1ccc(C(C)(C)C)cc1NC(=O)c1ccc[n+]([O-])c1	56	5%	2%	-6%	-7%	1%
CCN1CCN(c2ccc(S(=O)(=O)N3CCCC3)cn2)CC1	24	13%	3%	-8%	3%	10%
O=C(CCc1ccc(S(=O)(=O)N2CCOCC2)cc1)Nc1nc(COc2ccccc2)cs1	-93*	-6%	-1%	4%	-6%	?
Cc1cccc(C(=O)NCC(=O)N2CCCC2)c1	22	-14%	.	-10%	15%	15%
O=C(NCc1ccccc1)c1cccc(Nc2nc3ccccc3n3nnnc23)c1	-23	-2%	.	22%	.	.
